# D1 antag: human D1 dopamine receptor antagonism; HEK293 TREx D1 cells, calcium flux, dopamine EC80; hits give low values; activity change, negative = inhibition, % at 10 µM; 360,000 tested, 3.2% active; AID 504652; in the data active = activity change below about -30%; note: % is set by controls: 0 for no effect and ±100 for the full control effect
#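 HEK293 T-REx cells expressing inducible, force-coupled D1 receptor; no-wash Ca dye, 30–90 min RT. Cmpd → 180 s read at 1 Hz → EC80 DA → 180 s read.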
# RXFP1 antag: blocks the human relaxin receptor RXFP1. AID 1259400. 350,000 tested, 0.59% active. HEK293-RXFP1, relaxin-stimulated cAMP HTRF, 30 min; hits give low values. Q9HBX9. activity change, negative = inhibition, % at 57.5 µM;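 active = activity change of -60% or lower, but not beyond a set lower limit; inconclusive = change between -60% and -40%, or beyond the set limit; inactive = change above -40%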; note: % is set by controls: 0 for no effect and ±100 for the full control effect
# Anesthetic bind: candidate novel general anesthetic via apoferritin binding. Potency, µM (highest dose often 77.5 µM), without a hit: at the top dose activity change, negative = displacement, most hits filed as inhibitors. AID 485281. 350,000 tested, 0.074% active. apoferritin/1-aminoanthracene competitive binding, fluorescence. P02791; note: potency is the fitted concentration of half-maximal effect; % is set by controls: 0 for no effect and ±100 for the full control effect; nearly all actives have a fitted effect of over 20% in size
# Target sequence (P02791 2-175 limits assumed): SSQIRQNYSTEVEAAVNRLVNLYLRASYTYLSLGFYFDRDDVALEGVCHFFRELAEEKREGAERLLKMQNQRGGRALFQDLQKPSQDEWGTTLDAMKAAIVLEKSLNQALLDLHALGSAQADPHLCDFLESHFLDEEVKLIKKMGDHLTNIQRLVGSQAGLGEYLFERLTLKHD
#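 Concentration-response curves derived by four-parameter Hill fitting of normalized fluorescence, where compounds displaced 1-AMA from 10 uM horse apoferritin following a brief 10 min room-temperature incubation; propofol titration acted as positive control.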
# RXFP1 ag: agonists of human relaxin receptor RXFP1 | Q9HBX9 | HEK293T-RXFP1 cAMP TR-FRET, 30 min; response scale: percent of porcine relaxin response, buffer zero | Potency, µM (series often up to 57.5 µM), for the others: at the highest dose activation, usual class: activators | 370,000 tested, 0.3% active | AID 2676; note: potency is the fitted concentration of half-maximal effect; % is set by controls: 0 for no effect and ±100 for the full control effect; nearly all actives have a fitted effect of over 60% in size; many of its hits are not listed in these tables
#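 HEK293T cells stably expressing RXFP1 were pretreated with the PDE4 inhibitor Ro 20174, exposed to compounds for 30 min at 37C, lysed, and cAMP was read by TR-FRET. Data normalized to buffer (basal) and 29 nM porcine relaxin (100%).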
# D2 PAM: positive allosteric modulators of human D2 dopamine receptor; potentiation, % at 10 µM; 340,000 tested, 0.34% active; AID 485347; HEK293 T-REx D2, calcium flux, EC20 dopamine potentiation;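 active = potentiation over 3 SD above the plate norm, cut at about 30% in these data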; note: 0% is about no effect
# Target sequence (P14416 whole entry, looked up): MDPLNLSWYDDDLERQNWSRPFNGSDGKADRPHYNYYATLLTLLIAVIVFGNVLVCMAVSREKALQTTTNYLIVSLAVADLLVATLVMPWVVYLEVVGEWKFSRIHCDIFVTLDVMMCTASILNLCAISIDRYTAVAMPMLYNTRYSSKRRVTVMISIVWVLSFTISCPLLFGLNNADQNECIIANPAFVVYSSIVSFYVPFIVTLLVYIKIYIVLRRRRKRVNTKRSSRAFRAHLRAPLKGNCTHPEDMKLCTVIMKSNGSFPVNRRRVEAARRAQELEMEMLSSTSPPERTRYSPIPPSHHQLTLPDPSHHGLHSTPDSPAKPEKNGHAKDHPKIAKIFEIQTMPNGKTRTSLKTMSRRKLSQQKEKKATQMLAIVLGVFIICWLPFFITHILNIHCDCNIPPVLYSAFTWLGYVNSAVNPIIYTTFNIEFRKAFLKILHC
#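 Potentiation of an EC20 dopamine calcium response is measured in a force-coupled, tetracycline-inducible Hek293 Trex D2 line. Compound-only kinetic reads over 180 s flag agonists before dopamine addition.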
# TRHR PAM: TRH receptor (human) allosteric enhancement. enhancement, % at 2 µM. 360,000 tested, 0.66% active. TRHR cells, fluo-8 calcium fluorescence, EC20 TRH enhancement. P34981; in the data active = enhancement above about 30%; note: 0% is about no effect
# Target sequence (P34981 whole entry, looked up): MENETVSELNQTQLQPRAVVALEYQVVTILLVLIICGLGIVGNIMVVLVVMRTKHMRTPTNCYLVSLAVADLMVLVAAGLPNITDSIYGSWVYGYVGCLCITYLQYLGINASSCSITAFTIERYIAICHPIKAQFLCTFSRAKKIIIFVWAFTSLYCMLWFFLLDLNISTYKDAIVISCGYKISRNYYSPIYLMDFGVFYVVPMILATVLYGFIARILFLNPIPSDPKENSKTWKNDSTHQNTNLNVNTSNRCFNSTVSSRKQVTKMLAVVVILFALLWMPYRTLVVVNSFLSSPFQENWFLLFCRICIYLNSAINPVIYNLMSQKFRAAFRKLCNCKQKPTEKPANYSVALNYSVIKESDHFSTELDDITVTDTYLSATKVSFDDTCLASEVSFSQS
#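 Enhancer read-out: after compound pinning and an initial kinetic agonist-mode read, an EC20 of TRH (10 nM final) was injected and fluo-8 calcium signal (Ex 480/Em 530) followed at 1 s/cycle for 100 cycles in TRHR-expressing cells.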
# D1 PAM: enhances dopamine response at the human D1 receptor; HEK293 TREx D1 cells, calcium flux, dopamine EC20 potentiation; potentiation, % at 10 µM; 360,000 tested, 0.036% active; P21728; in the data active = potentiation above about 30%; note: 0% is about no effect
# TRHR agonist: TRH receptor (human) agonism; P34981; TRHR cells, calcium flux fluo-8, FDSS agonist mode; activation, % at 2 µM; 360,000 tested, 0.18% active; AID 493084; in the data active = activation above about 30%; note: 0% is about no effect
#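 TRHR-expressing cells loaded with fluo-8 calcium dye; 23 nL library compound pin-transferred, kinetic FDSS fluorescence (Ex 480/Em 530) recorded about 180 s for agonist-induced calcium release, before a 10 nM TRH EC20 addition for potentiator mode.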
# D1 agonist: human D1 receptor agonism | P21728 | HEK293 T-REx D1 cells, calcium flux, agonist mode | activation, % at 2 µM | 360,000 tested, 1% active | AID 504660; in the data active = activation above about 30%; note: 0% is about no effect
#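 Agonism was scored from calcium flux recorded over 180 s (1 read/s) after pintool compound addition, following a 10-cycle baseline. Cells were inducible force-coupled HEK293 TREx D1, plated overnight at 30 C and loaded with no-wash calcium dye.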
# An asterisk follows results filed as active; ? = inconclusive; . = not tested or not shown; & = joins results of further samples; ! = a repeat was not active; [ ] = remark or other dose. Unless noted, calls come from the whole dose curve; as a rule, active = well fitted curve in the direction sought with a large enough effect; inconclusive = small, poorly fitted or top-dose-only effect, or another doubt; inactive = no such curve, though single readings can be large; an effect the other way counts as inactive or inconclusive. This is a subset, so the mix of outcomes need not match the whole.
# Values run as follows: RXFP1 antag	D1 PAM	RXFP1 ag	D1 agonist	D2 PAM	TRHR PAM	Anesthetic bind	D1 antag	TRHR agonist
> CC(CNC(=O)CN(C)CC(=O)Nc1ccccc1Br)c1ccccc1 (configuration not stated)
→ -3	-2	0.8%	1	18	-2	.	2	-0.1
> O=C1CCCN1CCC1CCN(C2CC(=O)N(c3ccc(F)cc3)C2=O)CC1 (configuration not stated)
→ -11	2	2.1%	1	-9	12	-9%	-13	0.9
> CCc1c(C)sc(NC(=S)N2CCN(C(=O)C3CCCO3)CC2)c1C(=O)OC (configuration not stated)
→ -5	-5	27%	1	-1	6	-3%	5	0.2
> Cc1nnc(SCCn2c(N3CCN(C)CC3)nc3c2c(=O)[nH]c(=O)n3C)s1
→ 2	-8	1.1%	2	-2	41*	-3%	-1	0.3
> Cc1ccc(CN2C(=O)C(=O)N(CC(N)=O)C2=O)cc1
→ 2	7	1.4%	3	-5	-3	6%	7	0.4
> Cc1c(NC(=O)COC(=O)C2(c3ccccc3F)CCCC2)c(=O)n(-c2ccccc2)n1C
→ -7	-4	0.9%	1	-1	-9	-2%	-11	-0.6
> COc1ccc(NC(=O)c2ccccc2)cc1NS(=O)(=O)c1ccc(F)cc1
→ -3	-2	0.9%	1	-7	-2	4%	-4	-0.3
> O=C(CCC1N=C2c3ccccc3N=C(SCc3ccc(F)cc3)N2C1=O)NC1CCCCC1 (configuration not stated)
→ ?	-2	7.1%	0	10	3	-7%	2	-0.7
> N#C/C(=C\Nc1ccccn1)S(=O)(=O)c1ccc(Cl)cc1
→ 12	-1	-1.3%	2	-11	0	-2%	-5	0.2
> O=C(NCc1ccncc1)c1cccc(S(=O)(=O)Nc2ccc(F)cc2)c1
→ -17	7	-1.2%	2	-1	2	.	-15	0.3
> Cc1c(NC(=O)NCc2ccccc2)c(=O)n(-c2ccccc2)n1C
→ 2	4	-0.6%	2	-2	-5	-5%	9	0.4
> Nc1cc([N+](=O)[O-])ccc1Nc1ccccc1
→ -18	-4	0.1%	7	16	14	16µM*	0	-0.3
> Cc1ccccc1OCCC(=O)OCC(=O)N1c2ccccc2NC(=O)C1(C)C
→ .	-2	0.3%	-1	-7	3	.	6	0.5
> O=c1c(-c2nc3ccccc3s2)cccn1Cc1ccc(Cl)c(Cl)c1
→ 13	4	7.6%	7	-5	-8	5%	4	0.3
> COc1ccc(-c2cc(CNC(=O)CN(C)Cc3ccccc3)on2)cc1
→ .	-8	1.8%	0	1	-9	?	13	0.2

# Next section:
# Values run as follows: RXFP1 antag	D1 PAM	RXFP1 ag	D1 agonist	D2 PAM	TRHR PAM	Anesthetic bind	D1 antag	TRHR agonist
> O=c1c2cc(-c3ccccc3)sc2ncn1-n1cccc1
→ 0	-3	3.3%	10	4	3	-6%	4	0.0
> CSc1cccc(NC(=S)N2CCCN(Cc3ccc(F)cc3)C2)c1
→ 9	-5	-2.4%	3	-4	-1	-5%	4	0.0
> CCOc1ccc(NC(=O)CC2C(=O)NCCN2C(=O)c2ccc(Cl)cc2)cc1 (configuration not stated)
→ -4	-2	0.8%	2	-8	4	1%	-10	1.8
> Nc1cc(S(=O)(=O)Nc2cc(Cl)ccc2Cl)ccc1N1CCCC1
→ 2	-10	1.0%	4	17	6	-19%	-33*	-1.0
> CS(=O)(=O)Nc1ccc(C(=O)Nc2ccccc2C(=O)NCc2ccco2)cc1
→ -3	-8	0.5%	2	-2	-4	-11%	-4	-0.1
> COc1ccc(CCNC(=S)N2CCN(S(=O)(=O)c3ccc(Cl)cc3)CC2)cc1
→ -10	0	-0.2%	14	15	2	-9%	-6	3.3
> O=C1CC(c2ccc(Cl)cc2)CC(O)=C1C=NCCN1CCNCC1 (configuration not stated)
→ .	4	-0.1%	2	1	-2	-8%	5	0.1
> Cc1ccc(-n2c(C3CC3c3ccc(Cl)cc3)n[nH]c2=S)cc1 (configuration not stated)
→ -40	-2	0.6%	1	4	-1	-8%	-6	0.2
> CCOC(=O)c1c(NC(=O)N/N=C/c2ccc(O)c(OC)c2)sc(C(C)=O)c1C
→ .	-6	2.2%	1	-2	-4	13%	-11	-0.6
> CCC(C)(C)c1ccc(OCC(=O)Nc2ccncc2)cc1
→ -32	-11	2.3%	45*	6	2	?	-16	-0.2
> CCOC(=O)C(NC(=O)c1ccc(OC)cc1)(N1CCCC1=O)C(F)(F)F (configuration not stated)
→ 6	-4	1.7%	1	-5	6	1%	-14	0.1
> CCN(c1ccc(Cl)cc1)S(=O)(=O)c1nnc(NC(=O)c2ccco2)s1
→ -20	-2	2.1%	2	.	-1	-19%	-2	-0.1
> CC(C)(c1ccccc1)c1ccc(OCc2ccc(C(=O)O)o2)cc1
→ -22	0	0.5%	9	-3	1	.	-12	-0.5
> O=C(O)c1ccc(Nc2nc(-c3cccnc3)cs2)cc1O
→ 10	-2	8.3%	3	4	4	-2%	-2	-3.9
> CC(C)CN(C(=O)COC(=O)Cc1n[nH]c(=O)c2ccccc12)C1CCS(=O)(=O)C1 (configuration not stated)
→ 21	0	3.4%	6	-8	8	-7%	0	0.1

# (further entries)
# Values run as follows: RXFP1 antag	D1 PAM	RXFP1 ag	D1 agonist	D2 PAM	TRHR PAM	Anesthetic bind	D1 antag	TRHR agonist
> COc1cccc(-c2c(C(=O)N/N=C/c3ccco3)nnn2-c2nonc2N)c1
→ 10	5	1.5%	27	11	29	23%	8	-0.5
> CCOc1ccc(CN(C)C(=O)c2cccc(S(=O)(=O)N3CCCC3)c2)cc1OC
→ -6	-12	3.5%	5	17	2	.	-7	-2.8
> Cc1ccc2c(CN3CCC(C)CC3)cc(=O)oc2c1C
→ -8	5	0.7%	0	14	4	-23%	-2	-0.1
> O=C(N=Nc1c(O)[nH]c2ccccc12)c1ccco1
→ 3	-2	1.6%	1	17	-2	-23%	8	0.1
> CCCCNC(=O)c1cc(-c2ccc3c(c2)OCO3)on1
→ 1	-1	2.0%	2	0	-6	-11%	-6	0.5
> COc1ccc(-n2nc(C)c3c(C(F)(F)F)cc(-c4cccnc4)nc32)cc1
→ 4	-1	15%	3	3	-1	-12%	10	0.3
> O=C(Nc1ccc(Cl)c(Cl)c1)c1cccc(S(=O)(=O)NCc2cccnc2)c1
→ -40	-4	-0.8%	9	-6	-5	?	-31*	0.0
> Cc1nc2ccccc2n1CCc1nc2c3ccccc3nc(SCc3ccccc3F)n2n1
→ -2	1	-0.1%	5	6	0	-4%	5	0.0
> O=c1cc(N2CCCCC2)[nH]c(=O)n1C1CCCCC1
→ -7	0	-2.1%	0	2	-4	-2%	-9	0.7
> CC(NC(=O)C(=O)NN=C1CCCCCCC1)c1ccccc1 (configuration not stated)
→ -2	7	2.4%	0	7	0	-19%	2	-0.3
> OCCn1c(CSc2nc3ccccc3n2CCO)nc2ccccc21
→ -6	0	-1.8%	1	-1	4	-1%	-1	0.1
> COc1ccc(OC)c(CNC(=O)CCCn2ccc3cc(S(=O)(=O)N4CCCC4)ccc32)c1
→ -13&-20	-1&-1	1.6%&0.6%	4&5	-8&2	-3&-4	59%&63%[activator]	-33*!	-0.1&-0.1
> Cc1c(C(=O)OCc2nc3ccsc3c(=O)[nH]2)oc2ccccc12
→ 2	-2	0.0%	1	-5	1	.	5	-1.5
> Cc1cc(NCc2ccc(Cl)cc2)n2cnnc2n1
→ 4	-2	5.3%	5	1	-2	-3%	-4	0.5
> COc1cc(NC(=O)Cn2nc(-c3ccc(F)cc3)ccc2=O)ccc1-n1cnnn1
→ -5	-3	1.1%	3	-2	0	-10%	8	-0.4

# A run of entries taken from the entries so far:
# Values run as follows: RXFP1 antag	D1 PAM	RXFP1 ag	D1 agonist	D2 PAM	TRHR PAM	Anesthetic bind	D1 antag	TRHR agonist
> Cc1c(NC(=O)COC(=O)C2(c3ccccc3F)CCCC2)c(=O)n(-c2ccccc2)n1C
→ -7	-4	0.9%	1	-1	-9	-2%	-11	-0.6
> COc1ccc(NC(=O)c2ccccc2)cc1NS(=O)(=O)c1ccc(F)cc1
→ -3	-2	0.9%	1	-7	-2	4%	-4	-0.3
> O=C(CCC1N=C2c3ccccc3N=C(SCc3ccc(F)cc3)N2C1=O)NC1CCCCC1 (configuration not stated)
→ ?	-2	7.1%	0	10	3	-7%	2	-0.7
> N#C/C(=C\Nc1ccccn1)S(=O)(=O)c1ccc(Cl)cc1
→ 12	-1	-1.3%	2	-11	0	-2%	-5	0.2
> O=C(NCc1ccncc1)c1cccc(S(=O)(=O)Nc2ccc(F)cc2)c1
→ -17	7	-1.2%	2	-1	2	.	-15	0.3
> Cc1c(NC(=O)NCc2ccccc2)c(=O)n(-c2ccccc2)n1C
→ 2	4	-0.6%	2	-2	-5	-5%	9	0.4

# Profiles, quoted from the list. Order of values: RXFP1 antag | D1 PAM | RXFP1 ag | D1 agonist | D2 PAM | TRHR PAM | Anesthetic bind | D1 antag | TRHR agonist
# O=C(Nc1ccc(Cl)c(Cl)c1)c1cccc(S(=O)(=O)NCc2cccnc2)c1 in the list: -40 | -4 | -0.8% | 9 | -6 | -5 | ? | -31* | 0.0
# Cc1nc2ccccc2n1CCc1nc2c3ccccc3nc(SCc3ccccc3F)n2n1 in the list: -2 | 1 | -0.1% | 5 | 6 | 0 | -4% | 5 | 0.0

# Following part.
# Values run as follows: RXFP1 antag	D1 PAM	RXFP1 ag	D1 agonist	D2 PAM	TRHR PAM	Anesthetic bind	D1 antag	TRHR agonist
> COc1cc2c(C#N)c(N3CCc4ccccc4C3)nc(N)c2c(N)n1
→ -1	-2	7.8%	8	.	-4	-9%	-5	6.5
> CC(C)CCN(C(=O)CNC(=O)c1ccco1)C(C(=O)NC1CCCCC1)c1cccnc1 (configuration not stated)
→ -2	0	4.1%	0	15	11	-3%	4	0.3
> CCN(CCCNC(=O)Cn1ncc2c([nH]c3ccccc32)c1=O)c1cccc(C)c1
→ 4	3	7.3%	0	-1	10	2%	-14	-0.2
> COc1ccc(NC(=O)Cn2c(=O)n(-c3cc(C)cc(C)c3)c(=O)c3oc4ccccc4c32)cc1OC
→ 1	3	0.7%	1	2	-1	-9%	5	0.0
> CC12C=CC3(O1)C(C(=O)N(c1ccccc1)C3C(=O)NC1CCCC1)C2C(N)=O (configuration not stated)
→ 16	-8	0.4%	0	3	6	11%	6	0.6
> Cn1ccc(NC(=O)c2ccc([N+](=O)[O-])cc2)n1
→ 5	.	-0.5%	12	-1	6	.	2	-0.4
> COCCCNCC(=O)Nc1ccc(OC(F)(F)F)cc1
→ 2	-6	0.3%	1	-7	-14	-8%	-1	0.1
> Cc1ccc(-n2ncc(C(=O)NCCc3ccsc3)c2C2CCN(C(=O)OC(C)(C)C)CC2)c(C)c1
→ -17	-5	-0.6%	1	-3	-2	-16%	5	0.4

# Assay outcomes from PubChem.
